From PubChem
mHTT CaM bind – disrupts binding of mutant huntingtin to calmodulin | AID 1671202 | inhibition, % at 15 µM | AlphaScreen His-mHTT/GST-CaM binding, luminescence | P42858 | hit rate 3.6% among 190,000;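 note: 0% = both proteins with DMSO and 100% = one protein alone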
Target sequence (P42858 whole entry, looked up, stated change not applied): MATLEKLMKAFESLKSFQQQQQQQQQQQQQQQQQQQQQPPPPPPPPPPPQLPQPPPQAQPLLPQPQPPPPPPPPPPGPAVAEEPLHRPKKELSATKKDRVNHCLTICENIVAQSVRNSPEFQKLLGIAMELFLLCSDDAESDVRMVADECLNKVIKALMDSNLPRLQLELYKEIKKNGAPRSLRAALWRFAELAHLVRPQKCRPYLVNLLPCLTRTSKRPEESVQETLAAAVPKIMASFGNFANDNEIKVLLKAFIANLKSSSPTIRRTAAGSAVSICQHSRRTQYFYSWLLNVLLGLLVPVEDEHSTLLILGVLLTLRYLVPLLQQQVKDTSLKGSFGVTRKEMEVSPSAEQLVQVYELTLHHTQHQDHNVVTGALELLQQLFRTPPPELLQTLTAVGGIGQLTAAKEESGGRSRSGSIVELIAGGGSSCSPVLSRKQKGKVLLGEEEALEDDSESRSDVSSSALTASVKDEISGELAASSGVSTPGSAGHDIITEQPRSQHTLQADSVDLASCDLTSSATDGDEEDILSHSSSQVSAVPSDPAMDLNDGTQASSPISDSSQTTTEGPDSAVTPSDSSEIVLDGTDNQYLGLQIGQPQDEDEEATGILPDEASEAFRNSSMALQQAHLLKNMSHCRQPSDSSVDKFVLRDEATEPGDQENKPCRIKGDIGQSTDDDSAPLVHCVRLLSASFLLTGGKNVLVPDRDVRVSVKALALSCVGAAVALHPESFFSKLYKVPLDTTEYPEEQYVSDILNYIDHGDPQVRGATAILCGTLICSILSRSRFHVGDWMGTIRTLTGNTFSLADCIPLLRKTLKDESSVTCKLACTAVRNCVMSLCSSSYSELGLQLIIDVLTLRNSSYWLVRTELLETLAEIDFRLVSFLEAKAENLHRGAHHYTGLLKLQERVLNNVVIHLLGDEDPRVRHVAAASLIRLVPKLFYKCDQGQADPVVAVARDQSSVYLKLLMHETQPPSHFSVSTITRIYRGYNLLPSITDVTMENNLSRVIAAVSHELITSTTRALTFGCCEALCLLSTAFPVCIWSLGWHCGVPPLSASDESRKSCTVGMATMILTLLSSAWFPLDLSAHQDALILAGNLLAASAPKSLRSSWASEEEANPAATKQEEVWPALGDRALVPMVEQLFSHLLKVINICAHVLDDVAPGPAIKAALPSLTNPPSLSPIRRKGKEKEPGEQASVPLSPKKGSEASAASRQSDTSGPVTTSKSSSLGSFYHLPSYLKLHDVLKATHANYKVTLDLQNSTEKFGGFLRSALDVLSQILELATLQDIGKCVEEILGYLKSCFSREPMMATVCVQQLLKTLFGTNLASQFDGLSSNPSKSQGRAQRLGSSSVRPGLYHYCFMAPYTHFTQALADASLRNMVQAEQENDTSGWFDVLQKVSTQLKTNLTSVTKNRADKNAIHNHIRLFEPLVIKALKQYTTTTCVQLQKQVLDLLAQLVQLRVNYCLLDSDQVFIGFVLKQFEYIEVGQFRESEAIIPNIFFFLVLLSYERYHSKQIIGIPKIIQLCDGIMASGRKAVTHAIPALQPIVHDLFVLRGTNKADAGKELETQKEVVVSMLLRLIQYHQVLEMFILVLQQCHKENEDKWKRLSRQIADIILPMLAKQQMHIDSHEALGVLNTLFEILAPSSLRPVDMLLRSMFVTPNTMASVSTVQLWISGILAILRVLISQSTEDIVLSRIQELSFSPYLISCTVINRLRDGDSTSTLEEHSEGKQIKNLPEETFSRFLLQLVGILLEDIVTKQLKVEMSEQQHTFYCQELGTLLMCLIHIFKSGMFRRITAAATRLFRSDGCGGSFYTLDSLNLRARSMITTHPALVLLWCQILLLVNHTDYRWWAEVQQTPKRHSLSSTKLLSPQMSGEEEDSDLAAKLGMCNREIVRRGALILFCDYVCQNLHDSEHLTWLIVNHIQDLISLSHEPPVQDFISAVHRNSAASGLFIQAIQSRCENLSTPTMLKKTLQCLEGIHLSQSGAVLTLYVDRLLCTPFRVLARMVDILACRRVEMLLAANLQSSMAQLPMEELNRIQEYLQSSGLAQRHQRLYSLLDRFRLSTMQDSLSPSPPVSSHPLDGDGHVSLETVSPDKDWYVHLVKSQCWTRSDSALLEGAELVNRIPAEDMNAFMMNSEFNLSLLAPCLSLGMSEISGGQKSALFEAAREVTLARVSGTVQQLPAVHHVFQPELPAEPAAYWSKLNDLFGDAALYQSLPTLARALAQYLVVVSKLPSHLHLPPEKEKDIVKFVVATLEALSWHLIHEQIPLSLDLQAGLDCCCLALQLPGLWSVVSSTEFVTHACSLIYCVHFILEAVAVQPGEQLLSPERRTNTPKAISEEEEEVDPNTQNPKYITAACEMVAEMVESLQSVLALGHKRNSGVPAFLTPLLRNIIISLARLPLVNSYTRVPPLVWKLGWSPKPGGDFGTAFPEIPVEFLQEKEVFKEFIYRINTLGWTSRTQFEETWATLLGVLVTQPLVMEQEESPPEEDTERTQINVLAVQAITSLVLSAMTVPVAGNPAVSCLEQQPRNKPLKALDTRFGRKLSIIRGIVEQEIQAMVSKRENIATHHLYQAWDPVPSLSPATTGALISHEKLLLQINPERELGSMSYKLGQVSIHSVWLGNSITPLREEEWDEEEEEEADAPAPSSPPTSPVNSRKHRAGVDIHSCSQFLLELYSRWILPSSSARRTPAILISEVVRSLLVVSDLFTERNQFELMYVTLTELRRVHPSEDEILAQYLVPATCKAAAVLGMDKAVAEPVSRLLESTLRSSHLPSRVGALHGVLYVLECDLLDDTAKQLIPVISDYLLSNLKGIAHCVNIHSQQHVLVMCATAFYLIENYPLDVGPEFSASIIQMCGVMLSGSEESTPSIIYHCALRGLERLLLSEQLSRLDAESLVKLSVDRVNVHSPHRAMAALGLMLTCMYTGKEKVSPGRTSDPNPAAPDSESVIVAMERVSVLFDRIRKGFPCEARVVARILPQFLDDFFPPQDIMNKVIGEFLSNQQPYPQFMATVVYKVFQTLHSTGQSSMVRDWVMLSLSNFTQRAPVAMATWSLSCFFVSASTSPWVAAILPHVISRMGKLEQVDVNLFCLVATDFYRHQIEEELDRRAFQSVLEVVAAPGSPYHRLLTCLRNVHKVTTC
Pf apPOL block – Pf-apPOL DNA polymerase inhibition; Recombinant Pf-apPOL, molecular beacon fluorescence, 1.5 h; inhibition, % at 10 µM; hit rate 0.25% among 210,000
An asterisk follows results filed as active; nt = no result given; & = joins results of further samples. Cut-off read from the data, not from the text of the source: active = inhibition above about 50%; inactive = the rest.

SMILES	mHTT CaM bind	Pf apPOL block
CCn1cc(S(=O)(=O)N2CCCn3nc(-c4cccc(OC)c4)cc3C2)cn1	13.8	-3.1
COc1ccc(OC)c(C(O)c2nccn2C)c1 (configuration not stated)	-3.7	-5.9
Cc1cc(N2C(=O)NC(=O)/C(=C\c3ccc(OCC(=O)O)cc3)C2=O)ccc1Br	7.0	-1.7
CCCN(CCC)S(=O)(=O)c1ccc(C(=O)Oc2c(C)cccc2OC)cc1	nt	-8.2
N#CC1=C(N)n2c(nc3ccccc32)C(C#N)C12CCCC2 (configuration not stated)	15.4	nt
Cn1ccc2c(-c3cccnc3)cc3c(c21)C1CCC3O1 (configuration not stated)	7.4	-15.2
O=C(O)c1ccccc1Sc1ccccc1-c1ccccc1[N+](=O)[O-]	nt	2.5
CCOc1cccc2c1OC1(C)CC2NC(=O)N1CCc1ccccc1 (configuration not stated)	9.0	-3.1
CC1(C)NC(=O)N(CO)C1=O	-4.3	nt
COc1ccc(C2=C/C(=C\c3cccc([N+](=O)[O-])c3)C(=O)O2)cc1	8.0	-1.6
O=c1ccc2nc3ccc(O)cc3oc-2c1	49.8&18.0	nt
Cc1ccc(-n2nc(C)c3sc(N4CCC(NC(=O)C5CC5)CC4)nc32)cc1	-1.1	-11.1
O=C(NCCc1cccnc1)C1CCN(c2nnc3ccc(C(F)(F)F)cn23)CC1	-1.2	-2.1
O=C(NCCC1=CCCCC1)C(=O)NCC1CCN(Cc2ccccc2)CC1	-8.1	-5.6
COCCNC(=O)C1(C)CCC(=O)N1Cc1cccc(Br)c1 (configuration not stated)	-0.4	2.1
CCC1CN2C=NC(N3CCN(C(=O)Nc4ccc(OC)cc4C)CC3)=CC2=N1 (configuration not stated)	1.9	-0.5
Cc1ccc(CNC(=O)c2ccc3c(c2)CC(=O)N3C)cc1C	10.7	-0.1
Nc1nc2n(n1)C(c1ccccc1)CC(c1ccc(Br)cc1)N2 (configuration not stated)	1.9	-3.6
CCOc1cc(C2C3=C(CCCC3=O)NC3=C2C(=O)CCC3)ccc1OCc1cccc(F)c1	75.1*	-29.9
O=C(c1cccc([N+](=O)[O-])c1)c1ccc2c(c1)C(=O)N(c1ccc(O)c(C(=O)O)c1)C2=O	38.0	-1.7
CCCCC1(C)OC(=O)C(=Cc2ccc(Br)o2)C(=O)O1 (configuration not stated)	6.0	0.7
Nc1nc(-c2ccccc2)c(C(=O)Nc2ccc(F)c(Cl)c2)s1	18.2	0.4
COc1cc(OC)c2ccc(=O)oc2c1C(CCN1CCCC(C)C1)c1ccc(N(C)C)cc1 (configuration not stated)	54.1*	-1.1
Cn1c(N2CCCC(C(=O)NCc3cccc(Cl)c3)C2)cc(=O)n(C)c1=O (configuration not stated)	-8.1	-2.7
COc1ccc(CN2CCc3nc(N4CCC(C)CC4)ncc3C2)cc1OC	23.2	-0.2

16 entries out of the list, arranged by number of heavy atoms, lowest first.
SMILES	mHTT CaM bind	Pf apPOL block
CC1(C)NC(=O)N(CO)C1=O	-4.3	nt
O=c1ccc2nc3ccc(O)cc3oc-2c1	49.8&18.0	nt
COc1ccc(OC)c(C(O)c2nccn2C)c1 (configuration not stated)	-3.7	-5.9
CCCCC1(C)OC(=O)C(=Cc2ccc(Br)o2)C(=O)O1 (configuration not stated)	6.0	0.7
Cn1ccc2c(-c3cccnc3)cc3c(c21)C1CCC3O1 (configuration not stated)	7.4	-15.2
COCCNC(=O)C1(C)CCC(=O)N1Cc1cccc(Br)c1 (configuration not stated)	-0.4	2.1
Nc1nc(-c2ccccc2)c(C(=O)Nc2ccc(F)c(Cl)c2)s1	18.2	0.4
COc1ccc(C2=C/C(=C\c3cccc([N+](=O)[O-])c3)C(=O)O2)cc1	8.0	-1.6
O=C(O)c1ccccc1Sc1ccccc1-c1ccccc1[N+](=O)[O-]	nt	2.5
CCOc1cccc2c1OC1(C)CC2NC(=O)N1CCc1ccccc1 (configuration not stated)	9.0	-3.1
Cn1c(N2CCCC(C(=O)NCc3cccc(Cl)c3)C2)cc(=O)n(C)c1=O (configuration not stated)	-8.1	-2.7
Cc1ccc(-n2nc(C)c3sc(N4CCC(NC(=O)C5CC5)CC4)nc32)cc1	-1.1	-11.1
CCC1CN2C=NC(N3CCN(C(=O)Nc4ccc(OC)cc4C)CC3)=CC2=N1 (configuration not stated)	1.9	-0.5
O=C(NCCc1cccnc1)C1CCN(c2nnc3ccc(C(F)(F)F)cn23)CC1	-1.2	-2.1
O=C(c1cccc([N+](=O)[O-])c1)c1ccc2c(c1)C(=O)N(c1ccc(O)c(C(=O)O)c1)C2=O	38.0	-1.7
CCOc1cc(C2C3=C(CCCC3=O)NC3=C2C(=O)CCC3)ccc1OCc1cccc(F)c1	75.1*	-29.9

Continued.
SMILES	mHTT CaM bind	Pf apPOL block
COc1ccc(S(=O)(=O)N2CCC(C(=O)NCCCO)CC2)cc1OC	4.2	-7.8
CCCCC(CC)C(=O)NC12CC3CC(CC(C3)C1)C2 (configuration not stated)	0.8	3.9
COc1cccc(C2NS(=O)(=O)N=C2N)c1 (configuration not stated)	-0.9	-3.4
Cc1cc(C(=O)Nc2ccc(C(N)=O)cc2)ccc1[N+](=O)[O-]	1.5	-4.3
COc1cc(/C=C2/C(=O)N(c3ccc(Cl)c(C(=O)O)c3)N=C2C)cc(OC)c1OC	5.0	-5.9
Cc1ccc(NC(=O)CN2CCC3(CC2)N=C(c2ccccc2)C(=O)N3)c(C)c1	56.2*	-4.5
O=c1oc(-c2ccccc2)cc2ccccc12	-15.3	-5.0
O=C(O)CN=C1CCCc2ccccc2N1	-4.1	-0.2
COC(=O)c1ccccc1S(=O)(=O)N1CCC(c2cc(-c3cccc(C)c3)n[nH]2)CC1	22.5	4.8
O=c1oc2cc(O)ccc2c2ccccc12	nt	2.1
Cc1nc(C)c(-c2ccc(=O)n(CCNC(=O)C3(c4cccs4)CCCC3)n2)s1	-14.3	-1.6
CC(=O)c1cccc(NC(=O)c2cc(I)ccc2Cl)c1	-3.8	-0.6
CCc1ccc(O)c(N=Cc2cccc(I)c2O)c1	26.0	6.6
COc1ccc(-c2cn3ccn(-c4cccc(OC)c4)c(=O)c3n2)cc1	3.9	-1.7
COc1ccc(/C=C2\C(=O)NC(=O)N(c3ccc(Cl)cc3)C2=O)cc1OC	4.0	-2.1
O=C(Nc1ccc2c(c1)COC2=O)c1ccc(F)cc1	-7.0	-5.0
Cc1ccc(-c2csc(/C(C#N)=C/c3ccc(O)cc3)n2)cc1	32.1	-4.6
CCC(C(=O)N1CCC(CCOc2ccncc2)CC1)c1ccccc1 (configuration not stated)	7.3	-8.1
O=C(O)c1ccc(=O)[nH]n1	-2.7	nt
O=C(/C=C(/c1ccccc1)N1CCCCC1)c1ccc([N+](=O)[O-])cc1	9.9	0.2
O=C(/C=C/c1ccc2c(c1)OCO2)Nc1c2c(nn1-c1ccc(Cl)cc1)CS(=O)(=O)C2	12.0	-6.3
COc1ccc(C2=COC3(CCCN(C(=O)c4ccc(F)cc4)C3)C2)cc1 (configuration not stated)	-3.8	-8.9
COc1ccc(NC(=O)CSCc2ccc([N+](=O)[O-])cc2)cc1OC	0.4	-3.9
Cc1cccc(OCC(O)CN)c1 (configuration not stated)	-7.0	-2.6
CC(C)CNC(=O)c1n[nH]c2c1CN(C(=O)c1ccccc1F)CC2	1.8	-0.5
Cc1cc(C)c(C)c(OCC(=O)NC2CCCC2)c1	-7.9	-1.4
CC(C)(C)c1ccc(C(=O)Nc2ccccc2Br)cc1	-119.3	0.8
CC(C)CC1C(C#N)=C(N)OC2=C1C(=O)CC(C)(C)C2 (configuration not stated)	2.7	1.0

A stretch from the list above:
SMILES	mHTT CaM bind	Pf apPOL block
CC(C)(C)c1ccc(C(=O)Nc2ccccc2Br)cc1	-119.3	0.8
CC(C)CC1C(C#N)=C(N)OC2=C1C(=O)CC(C)(C)C2 (configuration not stated)	2.7	1.0

Hits appear at their usual frequency; overall some 3.7% were active at least once.
